Bioassay records as filed in PubChem.
FLuc inh = qHTS Assay for Inhibitors of Firefly Luciferase; Luciferin 4-monooxygenase (Photinus pyralis), P08659; purified firefly luciferase, luminescence, 8 min; Potency, µM (highest dose often 57.1 µM), for the others: at the highest dose activity change, negative = inhibition, actives largely listed as inhibitors; 72,000 tested, 2.2% active; AID 411, 2009; note: potency is the fitted concentration of half-maximal effect; % is set by controls: 0 for no effect and ±100 for the full control effect; nearly all actives have a fitted effect of over 40% in size
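Inhibition of light generation by firefly luciferase from ATP and luciferin was profiled with concentration-response curves per sample, ATP held at 10 uM within the enzyme's linear range. Plates were read by luminescence after an 8-minute ambient incubation.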
Rhodamine autofl = qHTS Assay for Spectroscopic Profiling in Rhodamine Spectral Region. Rhodamine-region fluorescence, 547/598 nm, Tris buffer; hits give high values. max dye-equivalent concentration, M. 59,000 tested, 0.05% active; in the data active = max dye-equivalent concentration above about 11 nM; inconclusive = between about 1.1 nM and that limit
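Steps: pin-transfer compounds into pH 8.0 Tris (100 mM), hold 15 min at room temperature, image with a 547/598 nm filter pair, and convert intensities to rhodamine-equivalent concentration using a six-point on-plate rhodamine series.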
HADH2 inh = qHTS Assay for Inhibitors of HADH2 (Hydroxyacyl-Coenzyme A Dehydrogenase, Type II); 3-hydroxyacyl-CoA dehydrogenase type-2 (Homo sapiens), Q99714; recombinant HADH2, NADH fluorescence, beta-hydroxybutyryl-CoA; Potency, µM (series often up to 57.1 µM), inactives show at the top dose activity change, negative = inhibition, hits mostly inhibitors; 73,000 tested, 3.4% active; note: potency is the fitted concentration of half-maximal effect; % is set by controls: 0 for no effect and ±100 for the full control effect; nearly all actives have a fitted effect of over 60% in size; many of its hits are not listed in these tables
Target sequence (Q99714 whole entry, looked up, one chain of several): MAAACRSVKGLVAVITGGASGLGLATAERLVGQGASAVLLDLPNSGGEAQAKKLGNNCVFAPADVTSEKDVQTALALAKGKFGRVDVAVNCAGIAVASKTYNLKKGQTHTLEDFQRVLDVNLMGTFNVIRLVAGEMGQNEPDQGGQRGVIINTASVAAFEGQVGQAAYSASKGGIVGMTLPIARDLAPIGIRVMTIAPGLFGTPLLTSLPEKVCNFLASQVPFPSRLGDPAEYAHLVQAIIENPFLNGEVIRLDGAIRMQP
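Activity measured as NADH fluorescence gain (360/450 nm), taken as the change between first and last reads of a 4-min kinetic run. Conditions: pH 9.0 Tris buffer, 20 nM E. coli-expressed His-tagged enzyme, 1 mM NAD+, 90 uM beta-hydroxybutyryl-CoA; 15-min compound preincubation.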
Texas Red fluor = qHTS Assay for Spectroscopic Profiling in Texas Red Spectral Region | Compound fluorescence, Texas Red channel, 547/618 nm; hits give high values | max dye-equivalent concentration, M | 59,000 tested, 0.06% active | AID 587, 2007; in the data active = max dye-equivalent concentration above about 10 nM; inconclusive = between about 1.1 nM and that limit
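qHTS profiling of intrinsic compound fluorescence; 100 mM Tris pH 8.0; 15 min RT; ex 547 / em 618 nm; response expressed as Texas Red dye-equivalent concentration from six-point plate standard.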
DNA Pol III inh = qHTS Assay for Inhibitors of DNA Polymerase III Holoenzyme System | reconstituted DNA polymerase III holoenzyme replication, biochemical | Potency, µM (highest dose often 57.1 µM), for the others: at the highest dose activity change, negative = inhibition | 71,000 tested, 0.25% active | AID 603, 2007; note: potency is the fitted concentration of half-maximal effect; % is set by controls: 0 for no effect and ±100 for the full control effect
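Reconstituted *E. coli* holoenzyme (0.35 nM Pol III, 1 nM beta, 154 nM SSB, 2 nM primase) was preincubated with compound for 15 min at RT. Synthesis on 1.4 nM ssM13Gori ran 35 min, then was stopped with PicoGreen/EDTA and read as dsDNA fluorescence.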
ERK AVP inh = qHTS Assay for Inhibitors of the ERK Signaling Pathway using a Homogeneous Screening Assay. 72,000 tested, 0.99% active. Potency, µM (titrated, usually from 57.5 µM), for the others: at the highest dose activity, negative = inhibition, most hits filed as inhibitors. AID 995, 2007. HEK293-V1b, vasopressin-stimulated pERK AlphaScreen; note: potency is the fitted concentration of half-maximal effect; % is set by controls: 0 for no effect and ±100 for the full control effect; nearly all actives have a fitted effect of over 55% in size
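Phosphorylated ERK1/2 detected via AlphaScreen bead proximity in lysates of V1b-expressing HEK293 cells given 25 nM vasopressin for 5 min after 30 min compound exposure (37 °C). AC50 from Hill equation; basal DMSO 0%, vasopressin 100%.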
Tau fil binding = qHTS Assay for Tau Filament Binding; Microtubule-associated protein tau (Homo sapiens), P10636; recombinant tau filaments, thioflavin S fluorescence, 15 h; filaments grown with octadecylsulfate alongside compound; Potency, µM (top dose mostly 57.1 µM), inactives show at the highest dose activity change, negative = inhibition; 71,000 tested, 2% active; AID 596, 2007;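 note: potency is the fitted concentration of half-maximal effect; % is set by controls: 0 for no effect and ±100 for the full control effect; actives lower thioflavin S fluorescence by blocking filaments or displacing dye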
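His-tagged recombinant human tau (exons 2, 3 and 10 included), 1 uM, was induced to fibrillize by 30 uM sodium octadecylsulfate with compound present. After 15 h at 37 C, thioflavine S fluorescence (ex 450, em 510 nm) was read.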
HBB splice mod = qHTS Assay for Modulators of Hemoglobin Beta Chain Splicing; Potency, µM (titrated, usually from 46.1 µM), inactives show at the highest dose activation, actives largely listed as activators; AID 925, 2007; HBB splicing reporter cell assay, activation; EGFP reporter with mutant IVS2-654 intron; response scale: normalised to 500 nM splice-correcting PNA; 65,000 tested, 0.06% active; note: potency is the fitted concentration of half-maximal effect; 0% is about no effect
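Compounds were applied for 2 days to HeLa EGFP-654 cells, 500/well in Optimem with 2% FCS. The reporter's EGFP is disrupted by mis-splicing of beta-globin intron IVS2-654. Readout: summed well GFP fluorescence from 488 nm laser scanning; reference was 500 nM antisense […] 654 PNA.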
CRE-bla Fsk = Cell signaling CRE-BLA (Fsk stim) | AID 662, 2007 | Potency, µM (top dose mostly 38.2 µM), for the others: at the highest dose activity change, negative = inhibition, most hits filed as activators | 71,000 tested, 2.5% active | CHO CRE-bla reporter (cAMP response element driving beta-lactamase), forskolin EC10, beta-lactamase ratio; active = well fitted activation curve with a large enough effect in the signal ratio, with a control signal flat, not every such curve was filed as active; inconclusive = small, poorly fitted or top-dose-only effect, or effect the other way, or a change in a side signal; the % refers to the signal ratio; note: potency is the fitted concentration of half-maximal effect; % of control where 0% means no effect
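Cells were plated overnight at 37 °C, exposed to compound titrations plus EC10 NKH 477 for 3 h, then given CCF4 dye for 2 h at room temperature. Blue/green (460/530 nm) ratio was converted to %Activity and AC50 values calculated.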
15-hLO inh = qHTS Assay for Inhibitors of 15-hLO (15-human lipoxygenase) | Polyunsaturated fatty acid lipoxygenase ALOX15 (Homo sapiens), P16050 | purified 15hLO-1, xylenol orange hydroperoxide absorbance | Potency, µM (highest dose often 57.1 µM), inactives show at the highest dose activity change, negative = inhibition, hits mostly inhibitors | 74,000 tested, 1.4% active | AID 887, 2007; note: potency is the fitted concentration of half-maximal effect; % is set by controls: 0 for no effect and ±100 for the full control effect; nearly all actives have a fitted effect of over 55% in size
Target sequence (P16050 whole entry, looked up): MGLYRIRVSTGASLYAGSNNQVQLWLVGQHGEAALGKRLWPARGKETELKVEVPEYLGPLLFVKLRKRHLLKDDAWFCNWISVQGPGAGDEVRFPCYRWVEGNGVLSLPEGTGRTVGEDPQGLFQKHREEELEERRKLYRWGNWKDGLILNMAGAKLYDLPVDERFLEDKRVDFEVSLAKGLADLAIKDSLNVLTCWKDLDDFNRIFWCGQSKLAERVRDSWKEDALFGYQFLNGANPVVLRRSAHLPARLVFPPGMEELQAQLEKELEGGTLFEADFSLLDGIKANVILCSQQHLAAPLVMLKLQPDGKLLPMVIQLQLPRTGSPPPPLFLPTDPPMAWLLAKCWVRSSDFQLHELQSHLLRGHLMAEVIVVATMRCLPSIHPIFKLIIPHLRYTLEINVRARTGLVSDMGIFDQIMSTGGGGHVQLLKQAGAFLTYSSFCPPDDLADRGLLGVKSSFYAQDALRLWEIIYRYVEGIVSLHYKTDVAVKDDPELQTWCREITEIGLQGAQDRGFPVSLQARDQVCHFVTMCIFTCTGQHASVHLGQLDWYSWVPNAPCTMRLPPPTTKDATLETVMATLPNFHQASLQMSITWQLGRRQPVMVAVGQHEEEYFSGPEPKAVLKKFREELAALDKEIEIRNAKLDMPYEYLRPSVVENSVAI
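Quantitative HTS in 25 mM Hepes pH 7.5 containing 0.01% Triton X-100: human 15hLO-1 at 40 nM, arachidonic acid at 50 uM, 6 min turnover. Product quantified via ferrous oxidation/xylenol orange, 573:405 nm absorbance ratio.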
Hsp90 Hop PPI = qHTS Assay for Disrupters of an Hsp90 Co-Chaperone Interaction; Hsp90 C-terminal peptide / TPR2A (Hop) interaction, human; AlphaScreen TPR2A-His6 binding biotin-Hsp90 C-terminal peptide; Potency, µM (top dose mostly 57 µM), for the others: at the highest dose activity change, negative = inhibition; 71,000 tested, 0.44% active; active = well fitted curve in either direction with a large enough effect; inconclusive = small, poorly fitted or top-dose-only effect, or another doubt; note: potency is the fitted concentration of half-maximal effect; % is set by controls: 0 for no effect and ±100 for the full control effect; many of its hits are not listed in these tables
* hit, by the source's call; i = inactive; ? = inconclusive; nt = not tested or not shown; [ ] = remark or other dose. Unless noted, calls come from the whole dose curve; as a rule, active = well fitted curve in the direction sought with a large enough effect; inconclusive = small, poorly fitted or top-dose-only effect, or another doubt; inactive = no such curve, though single readings can be large; an effect the other way counts as inactive or inconclusive.

Below each compound: FLuc inh	Rhodamine autofl	HADH2 inh	Texas Red fluor	DNA Pol III inh	ERK AVP inh	Tau fil binding	HBB splice mod	CRE-bla Fsk	15-hLO inh	Hsp90 Hop PPI
- O=C(N/N=C1/C[C@@H](O)[C@@H](O)[C@@H]2[C@@H]3C(=O)N(Cc4ccccc4)C(=O)[C@H]3CC[C@@H]12)OCc1ccccc1
  1%[11.4 µM]	nt	5%[11.4 µM]	nt	nt	0%[11.5 µM]	nt	0.8%[9.22 µM]	nt	7%[11.4 µM]	nt
- Clc1ccccc1-c1ccc2ncnc(N3CCNCC3)c2c1
  3%[2.29 µM]	i	8%	i	-5%	-15%	-1%	0.8%	?	2%	-2%
- COc1ccc(OCC(=O)N2CCN(c3cccc(C(F)(F)F)c3)CC2)cc1
  3%	i	5%	?	-3%	8%	-2%	0.3%	?	-9%	1%
- O=C(O)CCCC(=O)Nc1c(F)c(F)c(F)c(F)c1F
  1%	nt	2%	nt	4%	9%	-11%	-0.2%[9.22 µM]	6%	5%	-5%
- COC(=O)c1cccc(NC(=O)CSc2nnc(COc3ccc(C#N)cc3)n2-c2ccccc2)c1
  1%	i	4%	i	-6%	-2%	128%	nt	6%	7%	-10%
- CCN1C(=O)[C@H]2[C@H]3[C@H](O)[C@H](O)C/C(=N/NC(=O)OCc4ccc(OC)cc4)[C@@H]3CC[C@@H]2C1=O
  -2%[11.4 µM]	nt	-1%[11.4 µM]	nt	nt	6%[11.5 µM]	nt	0.2%[9.22 µM]	nt	6%[11.4 µM]	nt
- CCOC(=O)CN(C(=O)CNC(=O)c1ccco1)C(C(=O)NC1CCCC1)c1ccccc1OCC (stereo not given)
  1%	i	7%	?	-4%	11%	0%	-0.2%[57.5 µM]	-3%	4%	-4%
- Cc1ccc(CN2C(=O)CCC2C(=O)NC(C)C)cc1 (stereo not given)
  0%	i	4%	i	2%	-9%	-11%	-2.0%	-3%	-1%	4%
- CCOCCCN1CC(C(=O)NCCc2ccc(C)cc2)CC1=O (stereo not given)
  2%	i	2%	i	4%	19%	-5%	-1.1%	5%	6%	-4%
- COc1ccc(CN(C(=O)c2ccco2)c2ccc(Br)cc2)cc1OC
  0%	i	3%	i	2%	?	-4%	-1.0%	?	-2%	?
- CCOc1ccccc1C1CC(c2ccc(Br)cc2)Nc2nc(N)nn21 (stereo not given)
  1%	nt	5%	nt	-1%	?	8%	-0.2%	2%	33%[activator]	-9%
- O=C(NCc1ccc(F)cc1)C1CCN(S(=O)(=O)N2CCCCC2)CC1
  2%	i	5%	i	-1%	-5%	7%	0.0%[57.5 µM]	-8%	-2%	-1%
- CCOC(=O)N1CCC(n2c(SCC(=O)Nc3nccs3)nc3ccsc3c2=O)CC1
  4%	i	6%	i	-1%	-18%	2%	-0.4%[0.369 µM]	?	?	1%
- O=C(CCn1cnc2ccccc2c1=O)Nc1cccc(Cl)c1
  0%	i	13%	i	4%	-14%	6%	-1.4%	?	3%	-1%
- c1n[nH]c(SCCCCSc2ncn[nH]2)n1
  3%	i	-13%	i	-9%	0%	-1%	2.6%	-17%	2%	-22%
- C/C(=N/NC(=O)c1ccncc1)c1ccccc1Cl
  2%[11.4 µM]	i	-6%[11.4 µM]	i	-11%[11.4 µM]	-14%[11.5 µM]	8%[11.4 µM]	-0.5%[9.22 µM]	8%[7.6 µM]	3%[11.4 µM]	-2%[11 µM]
- O=C(Oc1c(Cl)cc(Cl)c2cccnc12)N1CCCCC1
  1%	nt	1%	nt	-2%	3%	-13%	-0.1%[9.22 µM]	3%	-2%	5%
- O=C(CSc1nnc(CNC(=O)c2cccs2)o1)NCc1ccc(F)cc1
  5%	i	2%	i	-12%	3%	-7%	0.4%	-6%	5%	?
- CCOC(=O)C1=C(O)CSC1=Nc1ccc(Cl)cc1
  1%	nt	0%	nt	-4%	-3%	1%	0.2%	16%	0%	1%
- CC(C)(C)N(Cc1cc2ccccc2[nH]c1=O)C(=O)c1cccnc1
  -1%	i	14%	i	6%	9%	5%	-0.4%	-4%	-8%	-3%
- CCOC(=O)C1CCCN(C(=O)CN2C(=O)COc3ccc(C(C)(C)C)cc32)C1 (stereo not given)
  1%	i	25%	i	-2%	2%	9%	-2.0%[57.5 µM]	8%	4%	-3%
- CCOC(=O)c1c(C)n(C)c2ccc(OCC(O)CN3C(=O)c4ccccc4S3(=O)=O)cc12 (stereo not given)
  1%	i	6%	i	-5%	?	35%	0.5%	2µM*	1%	-12%
- Cc1cccc(C(OC(=O)c2ccco2)C(=O)NCc2ccccc2)n1 (stereo not given)
  1%	i	-14%	i	0%	-7%	-1%	-0.3%[57.5 µM]	-6%	1%	-1%
- Cc1ccccc1C1CC(c2ccc(F)cc2)Nc2nc(N)nn21 (stereo not given)
  2%	nt	-5%	nt	1%	9%	-9%	-0.7%	-6%	9%	-4%[2.3 µM]
- CCCn1c(C)nc2c(NC3CCN(Cc4ccccc4)CC3)nc(C)nc21
  nt	nt	14%	nt	-3%	16%	-7%	0.1%	3%	-8%	-1%
- O=C(NCc1ccco1)c1cc(-c2ccccn2)nc2ccccc12
  1%	i	12%	i	?	?	-9%	0.2%[57.5 µM]	?	?	-3%
- NCCNC(=O)c1ncsc1-c1cccc(F)c1
  1%	i	-8%	i	6%	-9%	0%	0.4%	-6%	-7%	-12%
- COc1ccc(N(C(=O)c2ccco2)S(=O)(=O)c2cccs2)cc1
  5%	i	5%	i	-7%	-15%	-12%	0.1%	?	0%	-2%
- COC(=O)c1c(-c2ccc(F)cc2)noc1N
  1%	i	-4%	i	6%	-11%	-3%	1.1%	?	-3%	-1%
- CCOC(=O)C1(N(CC)CC)Sc2cc(C)ccc2NC1=O (stereo not given)
  -2%	i	-15%	?	-4%	14%	0%	-5.0%	-2%	?	-12%
- Cc1noc(NS(=O)(=O)c2ccc(N3C(=O)c4ccccc4C3=O)cc2)c1C
  -2%	i	-8%	i	-3%	-13%	3%	-1.1%	7%	0%	-1%
- O=C(CCCn1c(SCC(=O)NC2CCCC2)nc2ccccc2c1=O)NCC1CCCO1 (stereo not given)
  2%	i	7%	i	3%	-18%	-4%	1.0%	-5%	10%	5%
- CN(C)C(=O)c1nnc(Cc2ccc(Cl)cc2)o1
  2%	nt	3%	nt	0%	-5%	-21%	-0.3%	0%	7%	-1%
- CCOC(=O)Cn1c(=O)n(Cc2ccco2)c(=O)c2ccc(C(=O)NCCc3ccccc3)cc21
  1%	i	-7%	i	-2%	4%	-2%	-0.6%	-9%	-4%	-2%
- CC(C)CO/N=C1/C[C@@H](O)[C@@H](O)[C@@H]2[C@H]3C(=O)N(c4ccc(F)cc4F)C(=O)[C@@H]3CC[C@@H]12
  0%[11.4 µM]	nt	8%[11.4 µM]	nt	nt	7%[11.5 µM]	nt	2.7%[9.22 µM]	nt	-2%[11.4 µM]	nt
- Cn1c(-c2ccc3nc(N)sc3c2)nc2cc(N)ccc21
  -24%	i	?	i	?	-17%	?	nt	?	-6%	?
- Cc1[nH]c2ccccc2c1C(=O)CSCC(=O)O
  0%	i	?	i	0%	5%	2%	4.0%[57.5 µM]	-10%	1%	-2%
- Nc1ncnc2c1ncn2CCN1CCOCC1
  4%	i	4%	i	-3%	-20%	3%	-0.6%	-3%	3%	-3%
- Cc1ccc(NC(=O)CNS(=O)(=O)c2cccs2)cc1F
  -2%	i	-7%	i	1%	-16%	-8%	-0.6%	-5%	-2%	0%
- c1ccc(Nc2nc3ccccc3[nH]2)nc1
  20µM*	i	-29%	?	-6%	-28%	-2%	-0.8%	?	32%[activator]	-23%

A portion of the library (hit frequency here may not be typical).
